# GlmU inhibition = inhibition of mycobacterial GlmU enzyme – biochemical, glucosamine-1-phosphate acetyltransferase (AID 1376); 0.25% of 220,000 active; inhibition, %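 (tested at 30 µM in the primary screen)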; hits with a dose series show IC50 in µM; M. tuberculosis GlmU acetyltransferase enzyme assay; higher % means a stronger effect; in the data active = inhibition above about 13%;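 note: 0% = complete reaction with vehicle and 100% = reaction without substrate; strong numbers were not always called active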
# Mtb RmlCD inh = blocks M. tuberculosis RmlC and RmlD coupled enzymes; P9WH09+P9WH11; RmlC+RmlD coupled enzyme assay, percent inhibition; primary screen in compound mixtures; inhibition, % at 3.6 µM; 0.03% of 160,000 active; AID 1533; in the data active = inhibition mostly above about 34%, no sharp cut-off; note: some results filed as inactive read as strong as hits
# Target sequence (P9WH09 whole entry, looked up): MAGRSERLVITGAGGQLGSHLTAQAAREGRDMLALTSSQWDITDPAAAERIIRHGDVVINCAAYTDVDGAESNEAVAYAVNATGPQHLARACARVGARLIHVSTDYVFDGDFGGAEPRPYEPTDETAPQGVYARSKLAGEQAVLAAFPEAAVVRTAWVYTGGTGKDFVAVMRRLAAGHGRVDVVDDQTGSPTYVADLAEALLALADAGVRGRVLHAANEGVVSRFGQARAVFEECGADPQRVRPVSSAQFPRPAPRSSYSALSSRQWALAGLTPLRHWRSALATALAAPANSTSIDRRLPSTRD
# Target sequence (P9WH11 whole entry, looked up): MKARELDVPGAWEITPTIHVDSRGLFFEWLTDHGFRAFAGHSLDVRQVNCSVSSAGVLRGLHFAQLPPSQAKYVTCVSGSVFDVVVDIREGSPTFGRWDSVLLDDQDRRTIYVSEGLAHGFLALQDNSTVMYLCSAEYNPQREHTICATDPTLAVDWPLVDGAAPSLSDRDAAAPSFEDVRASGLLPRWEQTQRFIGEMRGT
# Starred values were filed as active, the others as inactive; · = no result given. An excerpt (hit frequency here may not be typical).
1) O=C(c1ccc(F)cc1)c1c[nH]c(C(=O)NCc2ccco2)c1
  GlmU inhibition: 3.8% | Mtb RmlCD inh: 96
2) O=S(=O)(c1ccc(-c2cn3ccccc3n2)cc1)N1CCOCC1
  GlmU inhibition: 5.4% | Mtb RmlCD inh: -2
3) CC(C)Oc1ccc(Cc2cnc(=S)[nH]c2N)cc1
  GlmU inhibition: 4.4% | Mtb RmlCD inh: -7
4) NC(=O)Nc1cccc(C(F)(F)F)c1
  GlmU inhibition: -0.2% | Mtb RmlCD inh: 8
5) Cc1ccc(-c2nc3ccccc3c(=O)n2-c2cccc(O)c2)cc1
  GlmU inhibition: -1.9% | Mtb RmlCD inh: 21
6) CC(=O)c1cccc(NC(=O)Nc2cccnc2)c1
  GlmU inhibition: -2.0% | Mtb RmlCD inh: 8
7) O=C1c2ccccc2C(=O)N1CCCn1nnc(-c2ccc(N3CCOCC3)cc2)n1
  GlmU inhibition: -3.8% | Mtb RmlCD inh: -2
8) CC(C)/C=N/NC(=O)c1cc(Br)ccc1O
  GlmU inhibition: -6.9% | Mtb RmlCD inh: ·
9) CC(C)OC(=O)CSc1nnc(Cc2ccccc2)n1C
  GlmU inhibition: -0.6% | Mtb RmlCD inh: ·
10) N=c1c2c3c(sc2ncn1CCN1CCOCC1)CCCCC3
  GlmU inhibition: 1.7% | Mtb RmlCD inh: 47

11) COC(=O)c1c(NC(=O)C2COc3ccccc3O2)sc2c1CCN(C(C)=O)C2 (stereo not drawn)
  GlmU inhibition: 2.7% | Mtb RmlCD inh: 6
12) CC1CCCC(NC(=O)CN(C)S(=O)(=O)c2cccc3cccnc23)C1C (stereo not drawn)
  GlmU inhibition: 5.0% | Mtb RmlCD inh: 12
13) Cc1cccc(-n2c(O)c(C=NCCN3CCCCC3)c(=O)[nH]c2=O)c1
  GlmU inhibition: 5.8% | Mtb RmlCD inh: 5
14) CCn1c(=O)cc(SCC(=O)Nc2ccc(C)cn2)c2ccccc21
  GlmU inhibition: -1.3% | Mtb RmlCD inh: 6
15) CCOC(=O)c1ccc(NC(=O)NCc2ccccc2OC)cc1
  GlmU inhibition: -0.1% | Mtb RmlCD inh: -9
16) Nc1c(S(=O)(=O)c2cccs2)c2nc3ccccc3nc2n1CC1CCCO1 (stereo not drawn)
  GlmU inhibition: -4.6% | Mtb RmlCD inh: -6
17) COc1ccc2c(c1)C(=O)c1ccccc1CO2
  GlmU inhibition: · | Mtb RmlCD inh: -3
18) Cc1ccc(OCc2nnc(NC(=O)c3ccco3)s2)cc1
  GlmU inhibition: 1.2% | Mtb RmlCD inh: ·
19) COc1ccccc1NC(=O)N1CCn2c(nc3ccccc32)C1
  GlmU inhibition: -3.2% | Mtb RmlCD inh: ·
20) Cc1ccc(NC(=S)NCc2ccc3c(c2)OCO3)cc1
  GlmU inhibition: -6.2% | Mtb RmlCD inh: -2

21) Cn1c(=O)c2c(nc(OCc3ccc4c(c3)OCO4)n2Cc2ccccc2Cl)n(C)c1=O
  GlmU inhibition: 2.0% | Mtb RmlCD inh: 8
22) Cc1ccc(S(=O)(=O)N2CCN(c3ccc(S(=O)(=O)N4CCOCC4)cn3)CC2)cc1
  GlmU inhibition: -0.7% | Mtb RmlCD inh: 11
23) Oc1oc(-c2ccccc2)nc1/C=N/c1ccccn1
  GlmU inhibition: -4.5% | Mtb RmlCD inh: -19
24) CCOC(=O)CCCNC(=O)COC(=O)c1cc(C)cc(C)c1
  GlmU inhibition: 6.8% | Mtb RmlCD inh: -10
25) CCCC(=O)NCCc1nc2cc([N+](=O)[O-])ccc2n1C
  GlmU inhibition: -0.5% | Mtb RmlCD inh: ·
26) Cc1ccc(S(N)(=O)=O)c(C)c1-n1cnnn1
  GlmU inhibition: -5.4% | Mtb RmlCD inh: ·
27) CCCCNC1=C(Br)C(=O)CC(C)(C)C1
  GlmU inhibition: 0.1% | Mtb RmlCD inh: ·
28) NC(=O)C1CC(=O)N(c2ccc(OCc3c(Cl)cccc3Cl)cc2)C1 (stereo not drawn)
  GlmU inhibition: -2.2% | Mtb RmlCD inh: -1
29) COc1ccc(OCC(Cn2cnc3ccccc32)OC(C)=O)cc1 (stereo not drawn)
  GlmU inhibition: -7.3% | Mtb RmlCD inh: 10
30) NC1=NC(=O)C(Cc2cc(Cl)ccc2Cl)S1 (stereo not drawn)
  GlmU inhibition: 6.4% | Mtb RmlCD inh: ·

31) C=CC[C@]12C=C(OC)C(=O)C(OC)=C1O[C@@H](c1ccc3c(c1)OCO3)[C@H]2C
  GlmU inhibition: 0.8% | Mtb RmlCD inh: ·
32) Cc1cc(C)nc(SCC(=O)Nc2ccnc3ccccc23)n1
  GlmU inhibition: 1.4% | Mtb RmlCD inh: 8
33) CCC(=O)N1CCN(c2nc(C)nc3sc(C)c(C)c23)CC1
  GlmU inhibition: 3.3% | Mtb RmlCD inh: -3
34) COC(=O)C1C(=O)c2c(C)noc2CC1(C)C (stereo not drawn)
  GlmU inhibition: 7.6% | Mtb RmlCD inh: -12
35) O=C(NC(=S)Nc1ccc(CN2CCOCC2)cc1)c1ccc(-c2ccc(Br)cc2)o1
  GlmU inhibition: -3.5% | Mtb RmlCD inh: ·
36) COc1ccc(-c2nc(C#N)c(N3CCC(C(N)=O)CC3)o2)cc1OC
  GlmU inhibition: 4.9% | Mtb RmlCD inh: 0
37) Cc1ccccc1C(OCCN(C(C)C)C(C)C)c1ccccc1 (stereo not drawn)
  GlmU inhibition: -2.7% | Mtb RmlCD inh: -7
38) Cc1cc(=O)oc2cc(OCC(=O)NCCCN3CCOCC3)ccc12
  GlmU inhibition: -0.6% | Mtb RmlCD inh: ·
39) O=C(NCc1ccco1)c1noc2c1CCCC2
  GlmU inhibition: -0.2% | Mtb RmlCD inh: ·
40) Cc1cc(Nc2c(C#N)c(N)nn2C)ccc1F
  GlmU inhibition: -2.8% | Mtb RmlCD inh: 16

41) CC(C)(C)NC(=O)c1nn(Cc2ccccc2)c(=O)c2ccccc12
  GlmU inhibition: 4.0% | Mtb RmlCD inh: -7
42) CC(=O)N1CCc2cc(S(=O)(=O)CCC(=O)NCc3cccs3)ccc21
  GlmU inhibition: · | Mtb RmlCD inh: -9
43) CCS(=O)(=O)N1CCN(c2ccc([N+](=O)[O-])c(NCc3ccccc3)c2)CC1
  GlmU inhibition: 0.3% | Mtb RmlCD inh: 7
44) N#CCCn1cc(/C=N/N=C2\NC(=O)C(CC(=O)O)S2)c(-c2ccc(F)cc2)n1 (stereo not drawn)
  GlmU inhibition: 3.0% | Mtb RmlCD inh: -6
45) O=S(=O)(NCc1ccco1)c1ccc(Cl)nc1
  GlmU inhibition: 3.5% | Mtb RmlCD inh: ·
46) CCOc1ccc(-c2n[nH]c(C)c2-c2ccccn2)c(O)c1
  GlmU inhibition: -4.0% | Mtb RmlCD inh: 6
47) NC(=O)COc1c(-c2ccco2)oc2ccccc2c1=O
  GlmU inhibition: -1.5% | Mtb RmlCD inh: ·
48) CN(CC(=O)O/N=C(\N)c1cccc([N+](=O)[O-])c1)S(=O)(=O)c1ccccc1
  GlmU inhibition: -4.9% | Mtb RmlCD inh: 10
49) CCc1cc(OCCCSc2nc(C)cc(=O)[nH]2)ccc1Cl
  GlmU inhibition: 0.7% | Mtb RmlCD inh: ·
50) COc1ccc(NC(=O)CC(c2ccc(F)cc2)c2ccc(OC(C)C)cc2)cc1 (stereo not drawn)
  GlmU inhibition: 1.3% | Mtb RmlCD inh: 1

51) O=C(CCCOc1ccc(Cl)cc1)Nc1ccc(N2CCOCC2)cc1
  GlmU inhibition: -1.7% | Mtb RmlCD inh: 25
52) N#C/C(=C/c1cccc(C(F)(F)F)c1)c1nc(CCN2C(=O)c3ccccc3C2=O)cs1
  GlmU inhibition: 4.7% | Mtb RmlCD inh: 12
53) CCCc1cc(=O)c2c(O)ccc(OC)c2o1
  GlmU inhibition: -0.9% | Mtb RmlCD inh: 5
54) O=C(OCc1ccco1)c1cccnc1
  GlmU inhibition: -4.2% | Mtb RmlCD inh: -12
55) CCc1ccc(NC(=O)c2ccc(F)c(S(=O)(=O)N(CC)c3ccccc3)c2)cc1
  GlmU inhibition: 4.2% | Mtb RmlCD inh: 9
56) O=C(CN1CCN(c2ccccc2O)CC1)Nc1ccc2c(c1)CCC2
  GlmU inhibition: -2.3% | Mtb RmlCD inh: 8
57) O=C(CSc1c[nH]c2ccccc12)NCC1CCCO1 (stereo not drawn)
  GlmU inhibition: 0.7% | Mtb RmlCD inh: 8
58) CCOC(=O)c1cnn(-c2nc(OC)cc(OC)n2)c1C(F)(F)F
  GlmU inhibition: 2.2% | Mtb RmlCD inh: -11
59) CC(NC(=O)CSc1ncccc1C(=O)O)C1CC2CCC1C2 (stereo not drawn)
  GlmU inhibition: 4.7% | Mtb RmlCD inh: 4
60) Cc1nc(COC(=O)c2ccc(CO)cc2)cs1
  GlmU inhibition: -0.3% | Mtb RmlCD inh: ·

61) Cc1cc(C)cc(OCc2nnc(SCC(=O)c3ccccc3)o2)c1
  GlmU inhibition: -8.7% | Mtb RmlCD inh: ·
62) COCc1cc(=O)[nH]c(/N=C(\N)Nc2ccc(Cl)c(Cl)c2)n1
  GlmU inhibition: -2.5% | Mtb RmlCD inh: ·
63) S=C(Nc1ccccc1Cl)N1CCCC(c2ccccc2)=N1
  GlmU inhibition: -1.9% | Mtb RmlCD inh: ·
64) N#Cc1cnc(Nc2ccc(F)cc2)nc1N
  GlmU inhibition: -9.2% | Mtb RmlCD inh: 12
65) O=C(O)/C=C\C(=O)Nc1ccccc1F
  GlmU inhibition: -8.3% | Mtb RmlCD inh: 65
66) COc1cccc2[nH]c3c(N4CCCC(C)C4)ncnc3c12 (stereo not drawn)
  GlmU inhibition: -1.2% | Mtb RmlCD inh: ·
67) Cc1c2c(nc3nc4ccccc4n13)CCCC2=O
  GlmU inhibition: 3.3% | Mtb RmlCD inh: -13

# Numbers 46–64 from above:
46) CCOc1ccc(-c2n[nH]c(C)c2-c2ccccn2)c(O)c1
  GlmU inhibition: -4.0% | Mtb RmlCD inh: 6
47) NC(=O)COc1c(-c2ccco2)oc2ccccc2c1=O
  GlmU inhibition: -1.5% | Mtb RmlCD inh: ·
48) CN(CC(=O)O/N=C(\N)c1cccc([N+](=O)[O-])c1)S(=O)(=O)c1ccccc1
  GlmU inhibition: -4.9% | Mtb RmlCD inh: 10
49) CCc1cc(OCCCSc2nc(C)cc(=O)[nH]2)ccc1Cl
  GlmU inhibition: 0.7% | Mtb RmlCD inh: ·
50) COc1ccc(NC(=O)CC(c2ccc(F)cc2)c2ccc(OC(C)C)cc2)cc1 (stereo not drawn)
  GlmU inhibition: 1.3% | Mtb RmlCD inh: 1
51) O=C(CCCOc1ccc(Cl)cc1)Nc1ccc(N2CCOCC2)cc1
  GlmU inhibition: -1.7% | Mtb RmlCD inh: 25
52) N#C/C(=C/c1cccc(C(F)(F)F)c1)c1nc(CCN2C(=O)c3ccccc3C2=O)cs1
  GlmU inhibition: 4.7% | Mtb RmlCD inh: 12
53) CCCc1cc(=O)c2c(O)ccc(OC)c2o1
  GlmU inhibition: -0.9% | Mtb RmlCD inh: 5
54) O=C(OCc1ccco1)c1cccnc1
  GlmU inhibition: -4.2% | Mtb RmlCD inh: -12
55) CCc1ccc(NC(=O)c2ccc(F)c(S(=O)(=O)N(CC)c3ccccc3)c2)cc1
  GlmU inhibition: 4.2% | Mtb RmlCD inh: 9
56) O=C(CN1CCN(c2ccccc2O)CC1)Nc1ccc2c(c1)CCC2
  GlmU inhibition: -2.3% | Mtb RmlCD inh: 8
57) O=C(CSc1c[nH]c2ccccc12)NCC1CCCO1 (stereo not drawn)
  GlmU inhibition: 0.7% | Mtb RmlCD inh: 8

58) CCOC(=O)c1cnn(-c2nc(OC)cc(OC)n2)c1C(F)(F)F
  GlmU inhibition: 2.2% | Mtb RmlCD inh: -11
59) CC(NC(=O)CSc1ncccc1C(=O)O)C1CC2CCC1C2 (stereo not drawn)
  GlmU inhibition: 4.7% | Mtb RmlCD inh: 4
60) Cc1nc(COC(=O)c2ccc(CO)cc2)cs1
  GlmU inhibition: -0.3% | Mtb RmlCD inh: ·
61) Cc1cc(C)cc(OCc2nnc(SCC(=O)c3ccccc3)o2)c1
  GlmU inhibition: -8.7% | Mtb RmlCD inh: ·
62) COCc1cc(=O)[nH]c(/N=C(\N)Nc2ccc(Cl)c(Cl)c2)n1
  GlmU inhibition: -2.5% | Mtb RmlCD inh: ·
63) S=C(Nc1ccccc1Cl)N1CCCC(c2ccccc2)=N1
  GlmU inhibition: -1.9% | Mtb RmlCD inh: ·
64) N#Cc1cnc(Nc2ccc(F)cc2)nc1N
  GlmU inhibition: -9.2% | Mtb RmlCD inh: 12

# Source: PubChem BioAssay (several laboratories)
